Polio RdRp inh – inhibitors of poliovirus RNA polymerase binding and polymerization; P03300; % elongation, % (compound at 16.7 µg/mL); 150,000 compounds, 0.66% hits; AID 588519; poliovirus polymerase elongation, fluorescence polarization; hits give low values; in the data active means % elongation below about 90%; further: some results filed as inactive read as strong as hits
Target sequence (P03300 1749-2209 limits assumed): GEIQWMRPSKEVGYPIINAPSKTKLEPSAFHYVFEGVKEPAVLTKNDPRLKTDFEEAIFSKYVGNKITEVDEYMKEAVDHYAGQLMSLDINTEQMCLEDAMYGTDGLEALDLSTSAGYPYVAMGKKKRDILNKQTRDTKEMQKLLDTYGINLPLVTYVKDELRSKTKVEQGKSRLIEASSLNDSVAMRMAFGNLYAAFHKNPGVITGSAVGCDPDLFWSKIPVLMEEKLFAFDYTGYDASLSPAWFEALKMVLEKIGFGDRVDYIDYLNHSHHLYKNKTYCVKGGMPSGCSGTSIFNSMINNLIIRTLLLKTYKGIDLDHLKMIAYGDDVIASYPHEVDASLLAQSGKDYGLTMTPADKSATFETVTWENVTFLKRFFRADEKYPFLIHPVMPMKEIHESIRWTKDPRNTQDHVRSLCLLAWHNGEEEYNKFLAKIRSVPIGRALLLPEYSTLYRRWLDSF
Polio RdRp inh FP z-score – second read-out of Polio RdRp inh, no call of its own (marks repeat the call); z-score; measured here: FP z-score; hits read low
Numbers without * were called inactive. Some of the compounds tested; the hit share may differ from the screen's.

structure	Polio RdRp inh	Polio RdRp inh FP z-score
CCOC(=O)c1cnc(COc2ccc(C(C)(C)C)cc2)[nH]c1=O	101.0	-0.8
O=C(OCC(=O)N1CCCC1=O)c1cccc2ccccc12	101.0	0
Cc1cccc(-c2nnc(SCC(=O)NC(=O)Nc3ccccc3F)n2Cc2ccco2)c1	102.0	-0.1
Cc1ccc(S(=O)(=O)NCC(C)(C)N2CCOCC2)cc1C	95.0	-1.2
CCOC(=O)c1sc(COc2ccc(C(C)(C)C)cc2)nc1C	107.0	0.7
COc1ccc(-c2cc(C(=O)Nc3c(C(=O)c4ccc(Cl)cc4)oc4ccccc34)no2)cc1	107.0	0.1
Cc1ccnc(NS(=O)(=O)c2ccc(NC(=O)C(C)(C)Oc3ccc(Cl)cc3)cc2)n1	106.0	0.3
CCOc1ccc(N(CC)S(=O)(=O)N2CCCC(C(=O)Nc3cc(Cl)ccc3C)C2)cc1 (configuration not stated)	104.0	-0.5
C/C(CN1C(=O)CCC1=O)=N/NC(=O)C1CCN(S(=O)(=O)c2ccc(C)cc2)CC1	103.0	0.3
COc1ccc(Cl)cc1NC(=O)CSc1nc(=O)[nH]c2c1CCC2	102.0	-1.2
CC(=O)N/N=C/c1ccc(C)c(C)c1C	100.0	-0.3
CCOC(=O)c1[nH]c2ccc(OCC)cc2c1CCCN1C(=O)c2ccccc2C1=O	103.0	0.3
COc1cc2c(-c3ccccc3Cl)nc3c(c(C)nn3-c3ccccc3)c2cc1OC	108.0	0.7
Cc1cc(C)nc(Sc2ccccc2)n1	101.0	-0.2
COc1ccc(OC)c(-c2cn(S(=O)(=O)c3ccccc3)nc2N)c1	105.0	1.3
CC(CCc1ccccc1)NC(=O)CSc1n[nH]c(-c2ccccc2)n1 (configuration not stated)	113.0	1.1
Cc1nn(C(C)C(=O)N(C)Cc2ccccc2)c(=O)c2c1sc1ccccc12 (configuration not stated)	102.0	-0.2
O=S1(=O)C=C(Sc2nc3ccccc3s2)c2ccccc21	104.0	0.9
CN1Cc2ccccc2N(CC(=O)NCc2ccccc2)C1=O	102.0	0
CC(C)(C)c1ccc(C(=O)N2CCC(c3noc(-c4ccc(S(=O)(=O)N5CCCC5)cc4)n3)CC2)cc1	108.0	0.3

Sorted by heavy-atom count (ascending): 6 of the compounds above
structure	Polio RdRp inh	Polio RdRp inh FP z-score
CC(=O)N/N=C/c1ccc(C)c(C)c1C	100.0	-0.3
O=S1(=O)C=C(Sc2nc3ccccc3s2)c2ccccc21	104.0	0.9
CN1Cc2ccccc2N(CC(=O)NCc2ccccc2)C1=O	102.0	0
COc1ccc(OC)c(-c2cn(S(=O)(=O)c3ccccc3)nc2N)c1	105.0	1.3
Cc1nn(C(C)C(=O)N(C)Cc2ccccc2)c(=O)c2c1sc1ccccc12 (configuration not stated)	102.0	-0.2
COc1cc2c(-c3ccccc3Cl)nc3c(c(C)nn3-c3ccccc3)c2cc1OC	108.0	0.7

Later entries:
structure	Polio RdRp inh	Polio RdRp inh FP z-score
O=C(Nc1ccc(F)cc1F)C1CC(c2ccccc2F)=NO1 (configuration not stated)	100.0	0.1
COC(=O)c1ccc(NC(=O)COC(=O)c2cccc(N(C)C)c2)cc1	99.0	-0.5
O=C(Nc1ccc(Cl)cc1)Nc1ncnc2nc[nH]c12	102.0	0
CNC(=O)c1sc(NCc2ccccc2OC)nc1C	80.0*	-3.1*
COC(=O)c1nnn(-c2ccc(Cl)cc2)c1C(=O)OC	115.0	0.9
O=c1c2cccnc2n(Cc2ccc(Cl)cc2)c(=O)n1Cc1ccc(F)cc1	109.0	1.7
CCN(c1ccccc1)c1nnc(NC(=O)Nc2ccccc2F)s1	102.0	-1.1
CCOc1ccccc1C(=O)N1c2ccccc2Sc2ccccc21	104.0	0.5
CCc1ccc(OC(=O)CN2C(=O)c3ccccc3C2=O)cc1	101.0	0
Cc1cc(-c2ccccc2)c(C#N)c(N)n1	103.0	0.1
COc1cccc(-c2ccnc3[nH]n(-c4ccccc4)c(=O)c23)c1	106.0	0.5
CCOC(=O)c1scc(-c2ccccc2)c1S(=O)(=O)Nc1ccccc1F	104.0	-0.4
CC1CCCN(S(=O)(=O)c2ccc(N)cc2)C1 (configuration not stated)	104.0	0.5
O=CN/N=C/c1cc(Br)ccc1O	97.0	-0.5
CN(Cc1ccccc1)C1CC(=O)N(c2ccccc2)C1=O (configuration not stated)	100.0	0.1
Cc1cc(C)n(-c2ncnc3sc4c(c23)CC(C)CC4)n1 (configuration not stated)	100.0	-0.4
COC(=O)c1ccc(NC(=O)c2cc3cc4ccc(OC)c(Cl)c4nc3s2)cc1	105.0	-0.3
CC(CCC(N)=O)C(=O)c1ccccc1 (configuration not stated)	99.0	0
NCc1ccc(OC(F)F)cc1	104.0	0.2
CCN1CCc2nc3sc(C(=O)Nc4cccc(Cl)c4C)c(N)c3cc2C1	108.0	0.5
COc1ccc2[nH]c3c(c2c1)CCN(C(=O)CCC1CCCC1)C3c1ccc(F)cc1 (configuration not stated)	105.0	0.2
CC1(C)CC(=O)C/C(=N/c2nn[nH]n2)C1	95.0	-0.4
Cc1nnc2c3ccccc3c(-c3ccc(O)cc3)nn12	100.0	-0.8
O=C(CSc1ccc2ccccc2c1)N1CCN(c2ccc(O)cc2)CC1	99.0	-0.6
CCOc1ncccc1C(=O)OCC(=O)NCc1ccccc1	101.0	-0.2
CC(=O)N1c2ncnn2C(c2ccccc2)CC1c1ccc(C)cc1 (configuration not stated)	101.0	-0.5
COc1ccccc1N1CCN(C(=O)Cc2c(C(=O)O)c(C)cn2C)CC1	106.0	0.1
Cc1ccccc1NC(=O)c1cc2sccc2n1Cc1ccc(F)cc1	105.0	0.2
Cc1ccc(OCC(=O)Nc2ccccc2C(N)=O)cc1	104.0	0
Cc1ccc(NC(=O)Cn2c(=O)c(C)nc3ccccc32)cc1	99.0	-0.2

Other results
SMILES	Polio RdRp inh	Polio RdRp inh FP z-score
Cn1c(=O)cc(SCC(=O)N2CCN(c3ccccc3)CC2)c2ccccc21	103.0	-0.1
O=C(Nc1cccc(NC(=O)c2c(F)cccc2F)n1)c1c(F)cccc1F	106.0	0.4
CCc1ccccc1NC1c2ccccc2C(=O)N1Cc1ccco1 (configuration not stated)	101.0	0.4
COC(CN(C)C(=O)c1ccc2c(c1)N(Cc1ccc(Cl)cc1)C(=O)c1ccccc1S2=O)OC (configuration not stated)	100.0	-0.4
O=C1c2ccccc2CN1CCSC(=S)N1CCSCC1	101.0	-0.1
CC(C)(C)CNC(=O)c1ccccc1O	101.0	0.3
Cc1ccc(-c2cn3c4c(sc3n2)CCCC4)cc1	98.0	-0.4
CN(CC(=O)NCc1ccccc1)S(=O)(=O)c1ccc2c(c1)c(=O)n(C)c(=O)n2C	101.0	-0.4
CSc1nc2sc3c(c2c(=O)n1-c1ccccc1)CCC(C(C)(C)C)C3 (configuration not stated)	106.0	0.4
O=C(OCC(=O)N1CCCCCC1)c1ccc2[nH]c3c(c2c1)CCCC3	100.0	-0.6
Cc1ccc(N2C(=O)c3n[nH]c(C)c3C2c2ccccc2)cc1 (configuration not stated)	102.0	0.7
CSC(=Nc1ccc(C)c(C)c1)NC#N	103.0	0
COc1cc(OC)cc(C(=O)Nc2ccc(S(=O)(=O)Nc3onc(C)c3C)cc2)c1	107.0	0.6
CCOC(=O)C1CCCN(C(=O)C2CCN(S(=O)(=O)c3c(C)noc3/C=C/c3ccc(C)cc3)CC2)C1 (configuration not stated)	108.0	0.5
Cn1c(N)c(C(=O)c2cccc(S(=O)(=O)N3CCc4ccccc43)c2)c(=O)[nH]c1=O	103.0	0.1
CCN1C(=O)/C(=C2\SC(=S)N(c3ccc(OC)cc3)C2=O)c2ccccc21	101.0	0
O=C(Nc1scc2c1c(=O)oc1ccccc12)c1ccccc1	105.0	0.1
CCOc1ccc(C(=O)NCC(c2ccc3c(c2)OCO3)N2CCOCC2)cc1 (configuration not stated)	105.0	-0.6
Cc1ccc(NC(=O)c2cnn3c(C(F)F)cc(-c4ccccc4)nc23)c(C)c1	105.0	0.2
CCC(=O)N(c1nnc(-c2cc(OC)c(OC)c(OC)c2)s1)C1CCCC1	104.0	0.6
CCOC(=O)N1CCN=C1SCc1ccc(C(F)(F)F)cc1	102.0	0.7
Cc1ccc2c(=O)cc(CSc3nnc(-c4ccccc4)n3C)[nH]c2c1C	107.0	0.3
CC(=O)N1CCC(=NNc2nc3ccccc3s2)CC1	103.0	0
Cc1ccc(C(=O)c2cn(Cc3ccccc3C)c3nc(C)ccc3c2=O)cc1	108.0	0.7
Cc1cc(C(=O)CSC(=S)N(C)C)c(C)n1-c1nccs1	96.0	-0.9
COc1cccc(C(C(=O)NCc2ccco2)N(C(=O)Cn2nnc3ccccc32)C2CC2)c1OC (configuration not stated)	101.0	0
Cc1cc(C)cc(NC(=O)c2ccc3c(c2)nnn3C2CCCC2)c1	102.0	-1
Cc1ccc2oc(Nc3nc(-c4ccccc4)cc(=O)[nH]3)nc2c1	93.0	-2.2
Cc1cc(=O)c2c(o1)CC(C)(C)CC2=O	94.0	-1.7
O=C(Nc1ccccc1Cl)c1nc2c(nnn2Cc2ccc3c(c2)OCO3)c(=O)[nH]1	101.0	0
COc1cc2ccccc2cc1C(=O)Nc1ccc2oc(-c3cccc(C)c3)nc2c1	103.0	0.1
CCCCN(C)S(=O)(=O)c1ccc(NC(=O)c2ccncc2)cc1	100.0	-0.1
COc1ccc(F)cc1S(=O)(=O)NCCc1sc2nc(-c3ccc(F)cc3)nn2c1C	107.0	0.1
NS(=O)(=O)c1ccc(-c2ccc(/C=C3\C(=O)Nc4cc(Cl)ccc43)o2)cc1	105.0	0.4
CCc1cc2c(SC(C)C(N)=O)ncnc2s1 (configuration not stated)	105.0	0.6
COc1ccc(-c2[nH]nc3nc(-c4cc(Br)ccc4OC)cc(C(=O)O)c23)cc1	106.0	-0.1
O=C1CC(C2CCCO2)C(=O)N1c1cccc(C(F)(F)F)c1 (configuration not stated)	102.0	0.2
N#C/C(C(=O)N1CCCCC1)=C1/SC=C(c2ccccc2)N1c1ccccc1	101.0	0.2
Cc1cccc(C(=O)NCC(=O)OCc2cc(=O)n3nc(C4CCCCC4)sc3n2)c1	105.0	-0.2
O=C(Nc1cccc(C(F)(F)F)c1)Nc1nc2ccccc2[nH]1	108.0	0.6
O=C(Nc1cccc(O)c1)c1cc(-c2ccccc2F)no1	108.0	0.5
COc1cccc(-c2nc(COC(=O)c3cc(C)on3)cs2)c1OC	108.0	1
CC(=O)Nc1ccc(NC(=O)C2(c3ccccc3)CCCC2)cc1	104.0	0.6
Cc1[nH]c2ccccc2c1C1=CCN(S(=O)(=O)c2ccccc2)CC1	103.0	0.2
COc1ccc(C(=O)NCC(c2cccnc2)N2CCN(c3ccc(F)cc3)CC2)cc1 (configuration not stated)	109.0	0.3
Nn1cnnc1SCc1ccccc1Oc1ccccc1	101.0	-0.4
COC(=O)/C(=C/c1c[nH]c2ccccc12)NC(C)=O	103.0	0.4
O=c1c2ccccc2n2c(=O)[nH]nc2n1Cc1ccc(F)cc1	98.0	-1.6
O=C(O)c1ccccc1N(Cc1ccccc1)C(=O)COc1ccccc1	103.0	0.2
CCN1C(=O)/C(=C(/C#N)C(=O)C(C)(C)C)c2ccccc21	105.0	0.2
Cc1ccc(Cl)cc1N1CCN(S(=O)(=O)c2ccc3[nH]c4c(c3c2)CCCCC4)CC1	105.0	-0.7
COc1ccc(N2CCN(CCN3CCCCC3)CC2)cc1	101.0	-0.1
CCOC(=O)c1cc(NC(=O)CC(C)(C)CC(=O)O)ccc1N1CCCCC1	101.0	-0.4
CC(NC(=O)COc1ccc(C#N)cc1)C1CC2CCC1C2 (configuration not stated)	104.0	1.4
CC1CC(C)CN(C(=O)COC(=O)c2cc(Cl)cc(Cl)c2)C1 (configuration not stated)	103.0	0.6
NC(=O)NC(=O)/C=C/c1ccccc1O	99.0	0
CC1=CC(=C2C(=O)c3ccccc3C2=O)C=C(C)N1C(C)C	101.0	-0.2
S=C(Nc1ccc(Cl)cc1)NN1CCOCC1	105.0	0.7
COc1cccc(CNC(=O)c2ccc3nc(N4CCCCC4)sc3c2)c1OC	109.0	-0.4
Cc1cc(C)c(NC(=O)C(C)OC(=O)C2CCCCC2)c(C)c1 (configuration not stated)	101.0	-0.3

(more compounds)
SMILES	Polio RdRp inh	Polio RdRp inh FP z-score
Cc1ccc(Nc2cc(C(=O)NCCC(C)C)c3ccccc3n2)cc1C	103.0	0.7
COc1cccc(-c2nc(SCC(=O)Nc3ccc4c(c3)OCCO4)c(-c3ccc(C)cc3)[nH]2)c1	111.0	-0.3
CCC(C)(C)n1nnnc1CN(Cc1ccc(Cl)cc1)CC1CCCO1 (configuration not stated)	100.0	-0.7
CCOc1ccc(NC(=O)CN2C(C(=O)OC)=C(c3ccccc3)c3cc(Cl)ccc3S2(=O)=O)cc1	106.0	0.2
CCN1C(=O)NC(=O)/C(=C\c2cn(CC(=O)N3CCCC3)c3ccccc23)C1=O	101.0	0.1
O=C(Cc1ccc(F)cc1)NC1CCSC1=O (configuration not stated)	105.0	1.4
Cc1cccc(NC(=O)CSc2nc(-c3ccco3)cc(C(F)(F)F)n2)c1C	106.0	0.6
CC(=O)N1CCCc2cc(S(=O)(=O)N3CCN(c4cccc(C(F)(F)F)c4)CC3)ccc21	115.0	1.7
CCCCN(CC)CCNC(=O)c1c(C)oc2ncnc(N3CCOCC3)c12	105.0	-0.3
COCCNC(=O)c1c(NC(=O)c2cc(=O)c3cc(C)cc(C)c3o2)sc2c1CCCC2	110.0	0.5
COc1ccc(OCc2c(C#N)c3ccccc3n2C)cc1	103.0	0
CC1CCc2c(sc3ncnc(Oc4ccccc4F)c23)C1 (configuration not stated)	103.0	0.7

Screening results as filed in PubChem.
